Glioma ERSR ind – inducers of ER stress response in human glioma cells; U87-MG GRP78 promoter luciferase reporter, 16 h; Potency, µM, without a hit: at the top dose activation, hits mostly activators; 0.02% of 420,000 active; active = well fitted activation curve with a large enough effect; inconclusive = small, poorly fitted or top-dose-only effect; inactive = no such curve, though single readings can be large or run the other way; note: series mostly up to about 76 µM; % of control where 0% means no effect; nearly all actives have a fitted effect of over 35% in size
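Stably transfected U87-MG human glioma cells carrying a GRP78-based luminescent sensor were seeded at 1000 cells/well, pin-dosed with compounds and incubated 16 h. Luciferase reagent was then added, and end-point luminescence was read after 10 min at room temperature.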
Starred values were filed as active, the others as inactive; ? = inconclusive; & = joins results of further samples. Potency is the fitted concentration of half-maximal effect.

Start of the data: the first four entries, to show the layout:
SMILES	Glioma ERSR ind
COc1cccc(-c2ccnc(-n3ncc(C(=O)N(C)CCc4ccccn4)c3C)n2)c1	-2.2%
CC(C)N1[N]C(=C2C=c3cc(O)ccc3=N2)c2c(N)ncnc21	-6.3%
COS(C)(=O)=O	-1.5%
CCOC(=O)C(CS)NCCN[C@@H](CS)C(=O)OCC (stereo partly drawn)	-0.1%

Main list (from the top)
SMILES	Glioma ERSR ind
COc1cccc(-c2ccnc(-n3ncc(C(=O)N(C)CCc4ccccn4)c3C)n2)c1	-2.2%
CC(C)N1[N]C(=C2C=c3cc(O)ccc3=N2)c2c(N)ncnc21	-6.3%
COS(C)(=O)=O	-1.5%
CCOC(=O)C(CS)NCCN[C@@H](CS)C(=O)OCC (stereo partly drawn)	-0.1%
CCOC(=O)c1c(C)n(C)c2ccc(O)cc12	0.1%
COCc1c(C(=O)N2CCN(C3CCCCC3)CC2)cnn1-c1ncc(C)c(-c2cccs2)n1	-0.9%
CO[C@@H]1COC(=O)C/C=C\[C@@H](C)[C@H](OC)COC(=O)C/C=C\[C@H]1C	-6.5%
O=C(C1CCOC1)N1CCOc2ccc(CN3CCC(Oc4cccnc4)CC3)cc2C1 (stereo not drawn)	-2.4%
Cc1ccn(CCC(=O)NCC2Cc3cc(Cl)cc(-c4ccc5[nH]ccc5c4)c3O2)n1 (stereo not drawn)	-2.6%
CC(=O)OC[C@H]1O[C@@H](ON=C(C)C)[C@H](OC(C)=O)[C@@H](OC(C)=O)[C@H]1OC(C)=O	-4.9%
N[C@@H](Cn1ccc(=O)n(Cc2ccccc2C(=O)O)c1=O)C(=O)O	-3.2%
C[C@H]1[C@H](C)CC[C@]2(C=O)CC[C@]3(C)C(=CC[C@@H]4[C@@]5(C)C[C@@H](O)[C@H](O)[C@@](C)(CO)[C@@H]5CC[C@]43C)[C@H]12	-4.8%
N#C/C(=C\c1ccc(O)c(O)c1)C(=O)NCCCCc1ccccc1	-2.8%
COc1cc(=O)n2c(c1C(=O)NC(C)c1ccco1)CCN(C(=O)c1ccccc1SC)CC2 (stereo not drawn)	-2.2%
NCC[C@H](O)C(=O)N[C@@H]1C[C@H](N)[C@@H](O[C@H]2O[C@H](CN)CC[C@H]2N)[C@H](O)[C@H]1O[C@H]1O[C@H](CO)[C@@H](O)[C@H](N)[C@H]1O	-5.4%
OCC1(O)OC[C@@H](O)[C@H](O)[C@@H]1O (stereo partly drawn)	-4.3%
C[C@]1(c2ccccc2)OC(C(=O)O)=CC1=O	-4.7%
CCCCC[C@H](O)C/C=C1/C(=O)C=C[C@@H]1C/C=C\CCCC(=O)O	0.4%
O=C(c1cc(C(F)(F)F)cc(C(F)(F)F)c1)N1CCC[C@@]2(CCN(c3ccccn3)C2)C1	-4.3%
FC(F)(F)c1ccccc1-c1cncnc1NCc1cccnc1	-4.2%
Cc1ccc(CN2CCOc3ccc(C(C)(O)COc4ccccc4)cc3C2)o1 (stereo not drawn)	-2.7%
COc1cc(=O)n2c(c1C(=O)N(C)Cc1nccs1)CCN(Cc1cccc(F)c1F)CC2	-3.1%
CCOC(=O)C1OC1C(=O)N[C@@H](CC(C)C)C(=O)NCCC(C)C (stereo partly drawn)	-1.7%
CO[C@H]1COC(=O)C/C=C\[C@H](C)[C@H](OC)COC(=O)[C@@H](C)COC(=O)C/C=C\[C@@H]1C	-3.6%&-5.1%
CCCS(=O)(=O)NCc1c(C)ncc2c1CCN(C(=O)c1c(F)ccc(F)c1F)C2	-3.7%
C=CC(=O)N1C(=O)c2ccccc2S1(=O)=O	-5.7%
COc1cccc(Cn2c(=O)c(-c3ccc(F)cc3)nc3cnc(N4CCNCC4)nc32)c1	-2.2%
COc1ccc(-c2nc3cnc(N4CCOCC4)nc3n(C3CC3)c2=O)cc1	-3.8%
C=C1[C@@H]2CC[C@H](C2)C1(C)C	-0.4%
CN(C)Cc1ccccc1-c1cncnc1Nc1ccc(F)cc1	-1.7%
Cc1cnc(-n2ncc(C(=O)NC(C)(C)CO)c2-c2cccs2)nc1-c1ccc(F)cc1	-1.1%
COc1ccccc1CNc1ncncc1-c1ccccc1OC	0.5%
CO[C@@]12C[C@@H](COC(=O)c3cncc(Br)c3)CN(C)[C@H]1Cc1cn(C)c3cccc2c13	-3.9%&-4.6%
COc1ccc(NC(=O)N2CC3(CCN(S(=O)(=O)c4ccccc4)CC3)C2)cc1	-1.2%
COc1ccccc1-c1ccc(C(=O)N(C)C(C)c2ccon2)c(N2CCN(c3ccccc3F)CC2)n1 (stereo not drawn)	-4.7%
COCCNc1nc(-c2ccccc2OC)nc2ccccc12	-5.6%
CCOC(=O)NNc1ccc(N(CC)CC(C)O)nn1 (stereo not drawn)	-2.8%
CCN1C(=O)[C@H]2[C@H]3[C@H](O)[C@H](O)C/C(=N/OCC[C@H]4C=C[C@H](OC(C)=O)[C@@H](COC(C)=O)O4)[C@@H]3CC[C@@H]2C1=O	-3.7%
CC(C)c1nc2cccnc2n1C1CCN(C(=O)Cn2cccn2)CC1	-4.0%
NC(=O)Nc1sc(-c2ccc(F)cc2)cc1C(N)=O	4.1%
CC(=O)N1CCC[C@H]1C(=O)NCC1Cc2cc(-c3cnccn3)cc(Cl)c2O1 (stereo partly drawn)	-1.6%
C=C(C)C(=O)OCCOCC	5.3%
COCC(=O)Nc1cc(C(=O)N2CC3CCC2C3)c2c(c1)nc(-c1ccncc1)n2C (stereo not drawn)	-3.0%
COc1cccc(Nc2ncc3nc(CCc4ccccc4)c(=O)n(CCC#N)c3n2)c1	-3.2%
Cc1oc(-c2cccc(NC(=O)c3ccccn3)c2)nc1CNC(=O)C#Cc1ccccc1	-2.1%
CN[C@@H](CCCN=C(N)N)C(=O)N[C@@H](CCCCN)C(=O)N1CCC[C@H]1C(=O)N[C@@H](Cc1c[nH]c2ccccc12)C(=O)N[C@H](C(=O)N[C@H](CC(C)C)C(=O)O)C(C)(C)C	-7.7%
COCC(=O)Nc1cc(C(=O)N2CCN(c3ccccc3)CC2C)c2c(c1)nc(-c1ccncc1)n2C (stereo not drawn)	-1.0%
COc1ccc(NC(=O)N2CC3(CCN(C(=O)c4cccn4C)CC3)C2)cc1	-0.8%
Cn1cnc2c(NC3CCCC3)ncnc21	1.2%
O=C1NC(=O)/C(=C/c2ccc3nccnc3c2)S1	-7.8%
N#Cc1cccc(-c2cncnc2NCc2ccccc2)c1	-1.4%
O=S(=O)(c1ccccc1)N1CCC2(CCCN(Cc3ccncc3)C2)CC1	-4.4%
O=C(c1cnccn1)N1CCC2(CC1)CN(Cc1ccccc1)C2	-2.4%
CC[C@H](C)N(C)C(=O)c1cc2ccccc2c(-c2ccccc2Cl)n1	-3.3%
CCCCC#Cc1nc(NC)c2ncn([C@@H]3O[C@H](CO)[C@@H](O)[C@H]3O)c2n1	-4.0%
Clc1ccc(Sc2cc(Cl)c(Cl)cc2Cl)cc1	?
COC(=O)[C@@H](c1ccccc1Cl)N1CCc2sccc2C1	-2.6%
c1cncc(CNc2nc(-c3ccc4c(c3)OCO4)nc3ccccc23)c1	-2.6%
COC(=O)Nc1ccc(Cl)c(Cl)c1	-4.2%
CN1CCN(c2ncc3nc(-c4ccc(Cl)cc4)c(=O)n(C4CC4)c3n2)CC1	5.2%

Further entries follow:
SMILES	Glioma ERSR ind
COc1ncc2nc(C)c(=O)n(C[C@H]3CCCO3)c2n1	-2.2%
COc1ccc(O)c(C(=O)N2CCC3(CC2)c2ccccc2[C@@H](NC(=O)c2ccccn2)[C@@H]3OC)c1	-5.2%
O=C(/C=C/c1ccc(OCc2ccccc2)cc1)c1cccs1	4.7%
CN(C)c1ccc(-c2cc(N(C)Cc3ccco3)ncn2)cc1	-8.0%
Nc1nc(NCCc2ccc(O)cc2)nc2nc(-c3ccco3)nn12	14.5%&0.8%
COc1ccccc1CN1CCOc2ccc(C(C)(O)COc3ccccc3)cc2C1 (stereo not drawn)	-0.9%
COC(=O)[C@@H]1CCCN1C(=O)c1c(OC)cc(=O)n2c1CCN(Cc1ccc3c(c1)OCCO3)CC2	1.1%
Cc1c(C(=O)NCCCc2ccncc2)cnn1-c1nccc(-c2ccccc2F)n1	-5.2%
NC(=S)NCCC[C@H](N)C(=O)O	-2.7%&-1.8%
Cc1cccc(CNC(=O)c2cnn(-c3nccc(-c4cc(C)sc4C)n3)c2C)n1	-4.2%
C[C@@H](O)C(N)C(=O)O (stereo partly drawn)	-5.5%
FC(F)(F)c1cccc(-c2noc(-c3cc(-c4ccccc4)c(C(F)(F)F)s3)n2)c1	1.4%
Cc1nc2cc(NC(=O)[C@@H]3C[C@@H](Sc4ccccn4)CN3Cc3cccc(Cl)c3)ccc2s1	-3.0%
Nc1ccn([C@@H]2CC[C@H](CO)O2)c(=O)n1	-6.4%
N#Cc1cccc(NC(=O)N2CCC3(CC2)CCN(C(=O)c2cccc(F)c2)CC3)c1	-2.6%
Cc1ccc(C)c(-c2ccc(C(=O)O)o2)c1	-8.4%
CCCCc1c(O)n(-c2ccccc2)[nH]c1=O	2.5%
C[N+]1(C)[C@@H]2CC(OC(=O)C(O)(c3cccs3)c3cccs3)C[C@H]1[C@@H]1O[C@@H]12 (stereo partly drawn)	-2.3%
Cc1ccc2oc(-c3ccccc3)cc(=O)c2c1	-6.6%
NC(N)=NCCC[C@H](N)C(=O)N1CCC[C@H]1C(=O)N1CCC[C@H]1C(=O)NCC(=O)N[C@@H](Cc1ccccc1)C(=O)N[C@@H](CO)C(=O)N1CCC[C@H]1C(=O)N[C@@H](Cc1ccccc1)C(=O)O	-1.9%
CS(=O)(=O)Nc1cccc(-c2ccc3ncnc(Nc4ccccc4)c3c2)c1	-0.6%
CC(C)CCCC(C)N (stereo not drawn)	-0.5%
O=C(Nc1ccc([N+](=O)[O-])cc1O)Nc1ccccc1Br	1.4%
COC(=O)N1CCC2(CC1)CN(c1ccncc1)C2	-3.9%
C[C@]1(OC(=O)/C=C\c2ccccc2)C[C@@H](O)[C@@]2(O)C=CO[C@@H](O[C@H]3O[C@@H](CO)[C@@H](O)[C@@H](O)[C@@H]3O)[C@H]21	-4.2%
COc1ccccc1C1CC(=O)Oc2cc3c(cc21)OCO3 (stereo not drawn)	-0.9%
C[C@H](/C=C/[C@H](C)C(C)(C)O)[C@H]1CC[C@H]2/C(=C/C=C3C[C@@H](O)C[C@H](O)C3)CCC[C@]12C	-2.8%
CC(=O)Nc1cc(C(=O)N2CCN(C(=O)c3ccco3)CC2)cc2ncn(CCc3ccccn3)c12	-4.3%
CC(=O)c1ccccc1-c1ccc2c(c1)CC(CNC(=O)c1ccnc(Cl)c1)O2 (stereo not drawn)	-3.2%
CC(C)c1onc(-c2c(Cl)cccc2Cl)c1COc1ccc(/C=C/c2cccc(C(=O)O)c2)c(Cl)c1	-1.9%
Cc1noc(C)c1C(=O)N1CCC[C@@]2(CCN(c3ccccn3)C2)C1	-4.4%
CC(Oc1ccccc1)C(=O)NC1C(=O)N2C(C(=O)O)C(C)(C)S[C@@H]12 (stereo partly drawn)	-4.3%
CCN(CC)CCC(=O)N1c2ccccc2Sc2ccc(C(F)(F)F)cc21	-3.7%
CCNc1ncc2nc(-c3cccs3)c(=O)n(Cc3ccc(F)cc3)c2n1	0.1%
CCNc1ncc2nc(CCc3ccccc3)c(=O)n(-c3ccc(OC)cc3)c2n1	1.4%
O=C(O)CC(O)CC(O)/C=C/c1c(C2CC2)nc2ccccc2c1-c1ccc(F)cc1 (stereo not drawn)	-3.1%
Cc1cccc(CNc2ncnc3ccc(-c4c(C)noc4C)cc23)c1	-0.3%
Cc1cnc(-n2ncc(C(=O)NCCc3cccnc3)c2C)nc1-c1cccs1	-3.3%
COc1ccccc1C(=O)Nc1cccc(N2CCC(NCc3cnn(-c4ccccc4)n3)CC2)c1	-4.5%
COc1ccc(-c2nc3ccc(C4=C(C)CC(=O)NN4)cc3[nH]2)cc1	-2.2%
CN1CCN(c2cc(-c3ccoc3)ncn2)CC1	1.7%
Cc1cccc(CNc2nc(-c3ccc(C(=O)N(C)C)cc3)nc3ccccc23)c1	0.1%
COc1cccc(CN2C(=O)NC(C)(C3CCN(Cc4cccc(O)c4)CC3)C2=O)c1OC (stereo not drawn)	-2.6%
CC(=O)N[C@@H](CC(C)C)C(=O)N[C@@H](CC(C)C)C(=O)N[C@H](C=O)CCCN=C(N)N	-1.6%
CCCCCCCCCCCCC/C=C/[C@@H](O)[C@H](CO)NC(=O)CCCCCCCCCCCCCCC	-4.1%
C=C(C)CC1(c2ccccc2)Oc2ccccc2-c2nc3cc(Cl)c(Cl)cc3nc21 (stereo not drawn)	-1.0%
CC(C)(C)CC(C)(C)c1ccc(OCOCCOCCO)c(Cc2cc(C(C)(C)CC(C)(C)C)cc(Cc3cc(C(C)(C)CC(C)(C)C)ccc3OCOCCOCCO)c2OCOCCOCCO)c1	-2.1%
O=c1c(-c2ccc(O)cc2)coc2c(C3OC(CO)C(O)C(O)C3O)c(O)ccc12 (stereo not drawn)	-4.3%
COc1ccc(C2CC(=O)c3c(O)cc(O[C@H]4OC(COC5OC(C)C(O)C(O)[C@@H]5O)C(O)C(O)C4O)cc3O2)cc1O (stereo partly drawn)	-4.8%
CO[C@H]1COC(=O)[C@H](C)COC(=O)[C@@H](Cc2ccccc2)NC(=O)C/C=C\[C@H]1C	-4.4%
COc1cc(CNc2nc(C)c(-c3ccn(C4Cc5ccccc5C4)n3)s2)cc2c1OCO2	-1.4%

In a second layout: entries from further up
> Cc1cccc(CNc2nc(-c3ccc(C(=O)N(C)C)cc3)nc3ccccc23)c1
  Glioma ERSR ind = 0.1%
> COc1cc(CNc2nc(C)c(-c3ccn(C4Cc5ccccc5C4)n3)s2)cc2c1OCO2
  Glioma ERSR ind = -1.4%
> COc1ccc(C2CC(=O)c3c(O)cc(O[C@H]4OC(COC5OC(C)C(O)C(O)[C@@H]5O)C(O)C(O)C4O)cc3O2)cc1O (stereo partly drawn)
  Glioma ERSR ind = -4.8%
> CC(C)(C)CC(C)(C)c1ccc(OCOCCOCCO)c(Cc2cc(C(C)(C)CC(C)(C)C)cc(Cc3cc(C(C)(C)CC(C)(C)C)ccc3OCOCCOCCO)c2OCOCCOCCO)c1
  Glioma ERSR ind = -2.1%

This is a subset; rates above refer to the full screens.
